Source: PubChem
NR1D1 modulator = modulates human Rev-erb alpha binding to DNA; activity, % at 10 µM; actives 0.79% (n = 370,000); Rev-erbα–FITC-DNA binding, fluorescence polarization, 90 min; AID 1259318; P20393;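 active = activity above about 14%, limit read from the data; passing the limit was not always enough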;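 note: 0% = DMSO wells with 35 nM protein and 100% = DMSO wells with 750 nM protein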
ABHD4 inh = inhibits mouse alpha/beta hydrolase domain 4 | purified mABHD4, FP-Rh probe fluorescence polarization | inhibition, % at 8.92 µM | actives 0.54% (n = 370,000) | Q8VD66;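 active = inhibition exceeding the mean over every tested compound plus 3 SD, cut at about 30% in these data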;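 note: 0% = plate median of compound wells and 100% = S159A mutant with DMSO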
Target sequence (Q8VD66 whole entry, looked up, the tested form may be a part): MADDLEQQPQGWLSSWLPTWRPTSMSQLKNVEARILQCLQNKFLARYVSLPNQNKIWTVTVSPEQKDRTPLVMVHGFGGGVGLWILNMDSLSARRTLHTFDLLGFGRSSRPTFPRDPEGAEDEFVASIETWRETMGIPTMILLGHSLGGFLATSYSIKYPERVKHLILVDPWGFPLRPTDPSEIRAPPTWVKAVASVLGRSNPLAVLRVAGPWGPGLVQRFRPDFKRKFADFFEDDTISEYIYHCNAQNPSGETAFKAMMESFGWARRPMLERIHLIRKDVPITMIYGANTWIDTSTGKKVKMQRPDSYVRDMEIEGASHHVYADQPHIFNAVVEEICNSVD
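System: mouse ABHD4 enzyme, wild type / Medium: HEPES pH 7.0, NaCl, Pluronic buffer / Reagent: FP-Rh activity-based fluorescent probe / Control set: S159A mutant high control, sample median low control / Detection: fluorescence polarization with parallel and perpendicular emission, 525/598 nm / Schedule: 45 min + 60 min at 25 °C / Compound dosing: 8.92 µM, single dose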
rCAG RNA binder = r(CAG) repeat RNA binding; TO-PRO-1 dye displacement fluorescence; inhibition, % at 3 µM; actives 1.3% (n = 370,000); AID 651821;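 active = inhibition above the plate cutoff, the mean of all test compounds on that plate plus 3 SD, cut at about 35% in these data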;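 note: 0% = DMSO alone and 100% = 100 µM mitoxantrone as full dye displacement; higher means more dye released from RNA so lower well fluorescence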
GC-A act = GC-A (human) enzyme activation. P16066. HEK293 GC-A cells, cGMP TR-FRET, EC30 ANP; 0% at EC30 ANP, 100% saturating ANP. activation, % at 10 µM. actives 0.14% (n = 370,000); in the data active = activation above about 40%
HTRA1 inhibitor = inhibitors of human serine peptidase HTRA1; actives 0.5% (n = 340,000); inhibition, % at 5.96 µM; recombinant HTRA1, FP-rhodamine activity-based probe, fluorescence polarization; AID 504803; in the data active = inhibition above about 36%;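 note: 0% = enzyme with DMSO and 100% = wells lacking enzyme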
PG9 Ab binder = small molecules binding HIV-1 gp120 antibody PG9 | TR-FRET gp120-PG9 antibody binding | inhibition, % at 6.7 µM | AID 624416 | actives 0.43% (n = 360,000); in the data active = inhibition above about 8.5%
SMARCA2 act = activators of SMARCA2 function. MG213 cells, MMTV-luciferase reporter, dexamethasone, overnight. activation, % at 9.1 µM. actives 1% (n = 370,000). AID 652017; in the data active = activation above about 7.8%;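 note: 0% = vehicle wells and 100% = reference activator wells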
ASAP1 inh = inhibitors of human ASAP1 ArfGAP activity; Q9ULH1; ASAP1-stimulated ARF1 GTP hydrolysis, GDP FP detection; inhibition, % at 16.5 µM; actives 0.19% (n = 360,000); AID 624377; in the data active = inhibition above about 25%;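 note: 0% = vehicle with enzyme and substrate and 100% = no enzyme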
Target sequence (Q9ULH1 325-724 limits assumed): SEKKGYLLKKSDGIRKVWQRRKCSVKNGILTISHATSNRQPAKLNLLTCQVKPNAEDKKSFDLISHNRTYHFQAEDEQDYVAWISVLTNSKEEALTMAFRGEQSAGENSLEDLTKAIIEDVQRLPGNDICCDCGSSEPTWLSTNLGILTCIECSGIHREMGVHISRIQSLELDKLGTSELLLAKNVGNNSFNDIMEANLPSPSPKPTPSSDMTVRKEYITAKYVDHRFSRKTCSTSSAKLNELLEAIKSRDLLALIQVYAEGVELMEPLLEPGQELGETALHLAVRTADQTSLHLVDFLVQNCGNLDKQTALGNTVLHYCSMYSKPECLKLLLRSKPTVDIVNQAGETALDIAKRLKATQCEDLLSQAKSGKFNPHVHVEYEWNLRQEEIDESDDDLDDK
ARFGAP1 inh = inhibitors of rat ARFGAP1 | Q62848 | Arfgap1-stimulated ARF1 GTP hydrolysis, GDP FP detection | inhibition, % at 16.5 µM | actives 0.26% (n = 360,000) | AID 651572;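 active = inhibition above a per-plate limit, mean inhibition of low control wells plus 3 SD, cut at about 25% in these data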;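 note: 0% = DMSO wells with enzyme and 100% = wells lacking Arfgap1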
Target sequence (Q62848 1-136 limits assumed): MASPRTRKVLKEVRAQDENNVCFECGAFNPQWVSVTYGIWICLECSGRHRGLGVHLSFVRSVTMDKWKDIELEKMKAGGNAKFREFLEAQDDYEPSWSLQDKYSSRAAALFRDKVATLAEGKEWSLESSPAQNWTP
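material = rat Arfgap1 catalytic domain, aa 1-136 | also added = human ARF1(Δ1-17)-GTP substrate | compound dosing = one concentration, 16.5 µM, DMSO 1.26% | times = GTP hydrolysis reaction 2 h at 25 °C | measured by = FP, GDP Alexa 633 tracer displaced from anti-GDP antibody, 620/688 nm | evaluation = percent inhibition of Arfgap1-stimulated GTP hydrolysis | replication = single well per compound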
NPR2 activator = GC-B (human) receptor activation; HEK293-GC-B cells, CNP EC30, cGMP TR-FRET; 0% at EC30 CNP, 100% saturating CNP; activation, % at 10 µM; actives 0.11% (n = 370,000);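 active = activation at 10 µM reaching about 35% in either raw or pattern-adjusted values, limit read from the data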
Starred values were filed as active, the others as inactive; x = no result given.

Start of the listing, in advance (2 entries):
SMILES | NR1D1 modulator | ABHD4 inh | rCAG RNA binder | GC-A act | HTRA1 inhibitor | PG9 Ab binder | SMARCA2 act | ASAP1 inh | ARFGAP1 inh | NPR2 activator
O=C1c2ccccc2NC(c2ccccc2)N1CCCN1CCOCC1 (stereo unspecified) | 2 | -1 | -4 | -3 | 9 | -1.4 | -2 | -5 | 3 | -5
COc1ccc(-n2c(C)nc3c(cnn3-c3ccc(C)c(C)c3)c2=O)cc1 | 4 | 2 | 3 | 4 | 5 | 2.1 | 0 | -6 | 7 | 4

The list itself, previewed entries included:
SMILES | NR1D1 modulator | ABHD4 inh | rCAG RNA binder | GC-A act | HTRA1 inhibitor | PG9 Ab binder | SMARCA2 act | ASAP1 inh | ARFGAP1 inh | NPR2 activator
O=C1c2ccccc2NC(c2ccccc2)N1CCCN1CCOCC1 (stereo unspecified) | 2 | -1 | -4 | -3 | 9 | -1.4 | -2 | -5 | 3 | -5
COc1ccc(-n2c(C)nc3c(cnn3-c3ccc(C)c(C)c3)c2=O)cc1 | 4 | 2 | 3 | 4 | 5 | 2.1 | 0 | -6 | 7 | 4
COc1ccc(/C=C(/NC(C)=O)C(=O)O)cc1 | 6 | 5 | 0 | 3 | -4 | -0.1 | 0 | 15 | -2 | -5
CS(=O)(=O)N1CCc2cc(C(=O)N3CCN(c4cccc(Cl)c4)CC3)ccc21 | 4 | -9 | -2 | -3 | -2 | -0.3 | 5 | 3 | 3 | -4
COC(=O)c1[nH]c2c(c1C(=O)OC)CCc1ccccc1-2 | 1 | 4 | 4 | 15 | -8 | 1.5 | -2 | 9 | -1 | 10
COc1ccc(/C(C)=N/NC(=O)CNC(=O)Cc2ccccc2)c(OC)c1 | 4 | -3 | -4 | -2 | 1 | -0.7 | 0 | -4 | 4 | -1
O=C(NC1CCCCC1)C1(c2ccccc2)CC1(Cl)Cl (stereo unspecified) | -1 | -4 | -4 | -1 | 2 | -0.4 | 0 | 3 | 10 | 1
CC(C)NC(=O)C(=O)NCCN1CCN(C(=O)c2ccc(C(C)(C)C)cc2)CC1 | -3 | 1 | -10 | -6 | 0 | -0.1 | -2 | 7 | 10 | 2
CC1(CCc2ccccc2)NC(=O)N(CC(=O)Nc2ccc3c(c2)OCCO3)C1=O (stereo unspecified) | 2 | 4 | -1 | 2 | -7 | 0.0 | 1 | 7 | 5 | 0
COc1ccc(NC(=O)CSc2nc3c(c(=O)n2-c2ccc(F)cc2)SCC3)c(OC)c1 | -4 | 8 | -2 | -3 | -1 | -0.7 | -1 | 6 | -13 | 4
CSc1nnc(-c2ccc(S(=O)(=O)N3CCOCC3)cc2)n1C | -1 | -3 | -1 | -3 | 1 | 0.4 | 0 | -25 | 3 | -2
O=C(CCN1CCN(c2ccccc2)CC1)NNC(=S)Nc1ccccc1 | 0 | 8 | -6 | 0 | 5 | 1.1 | -5 | -8 | -13 | -3
O=C(NCCc1c[nH]c2ccccc12)C1CCC(Cn2c(=S)[nH]c3ccccc3c2=O)CC1 (stereo unspecified) | 1 | -40 | 20 | 2 | -34 | 2.1 | -5 | -3 | 7 | -1
O=S(=O)(Nc1ccc(F)cc1)N1CCOCC1 | -5 | 5 | -1 | 1 | 1 | -3.3 | 2 | 12 | 3 | 3
CCC[C@H]1[C@@H](OC(=O)NCCc2ccccc2)CC[C@@]23CCCN2C(=O)CCC[C@@H]13 | 2 | -2 | x | -17 | x | x | x | x | x | -11
COc1ccc(NC(=O)N(C)C[C@H]2Oc3ccc(NC(=O)C4CCCCC4)cc3C(=O)N([C@H](C)CO)C[C@@H]2C)cc1 | 2 | 3 | -4 | 4 | -4 | -0.8 | 1 | -5 | 0 | -3
CCn1c(N)c(C(=O)NCc2cccnc2)sc1=S | 1 | 0 | -1 | 8 | -1 | -1.8 | -3 | 17 | -8 | 13
CC(C)N(C)C(=O)CCc1nnc(CCc2c[nH]c3ccccc23)o1 | 2 | 5 | -4 | 0 | 1 | -2.4 | 2 | -1 | 3 | -2
Cc1ccnc(SCC(=O)c2cc3ccccc3o2)n1 | 1 | -8 | -1 | -1 | 0 | 1.2 | -1 | 0 | 11 | -8
O=C(c1cc(Cl)nc2ccccc12)N1CCc2ccccc2C1 | 11 | -5 | -7 | -9 | 4 | -0.4 | -3 | -4 | -8 | -10
O=C(c1ccncc1)N1CCN(c2ccc(F)cc2)CC1 | -4 | 7 | 0 | 1 | -1 | -3.1 | -2 | -1 | 7 | 2
C=Cn1cc[n+](CC(=O)c2ccc(OC)c(OC)c2)c1 | 1 | -10 | 0 | -3 | 5 | -1.9 | -3 | 0 | -1 | 3
CC1CN(CCCOc2ccc([N+](=O)[O-])cc2)CC(C)O1 (stereo unspecified) | -4 | 4 | -3 | 2 | 1 | -2.4 | 2 | -9 | 7 | 7
Cc1nc(SCC(=O)NCCc2ccc(Cl)cc2)nc(C)c1C | -5 | 5 | -6 | -1 | -1 | -0.3 | -2 | 5 | 11 | 0
CCOc1ccccc1NC(=O)C(C)CC (stereo unspecified) | 1 | -1 | -3 | -1 | 4 | 0.0 | 0 | 1 | 3 | 0
CN(Cc1ccccc1)C(=O)c1ccc(Cl)c([N+](=O)[O-])c1 | -1 | -6 | -5 | -11 | -3 | 1.6 | -1 | -3 | -3 | -9
C/C(=N\NC(=O)C(N)=O)c1ccc(OC(F)F)cc1 | -3 | 3 | -1 | -2 | 0 | -1.6 | 0 | -1 | 10 | 0
COC(C(=O)N/N=C(\C)CC(=O)Nc1ccc(Cl)cc1C)c1ccccc1 (stereo unspecified) | -2 | -4 | 0 | 1 | 0 | -0.1 | 1 | -11 | -5 | 3
COC(=O)c1ccc(NC(=O)Nc2ccc(C)cc2)cc1 | 2 | -14 | 4 | 8 | -20 | 1.7 | 3 | -9 | 8 | -2
O=C(COC(=O)c1cc2ccccc2cc1O)c1ccccc1 | -5 | 0 | -3 | 1 | -1 | -0.4 | -1 | 5 | 8 | -3
CCCS(=O)(=O)N1CCN=C1SCc1cccnc1 | -4 | -3 | 1 | -2 | 0 | -2.6 | 1 | -1 | 6 | 1
CC(C)(CNC(=O)CNC(=O)c1ccc(Cl)cc1Cl)N1CCOCC1 | 0 | 3 | -2 | 0 | 0 | 0.6 | 0 | -12 | 6 | 0
CCNCc1ccc(OCc2ccccc2F)c(OC)c1 | -4 | 5 | 0 | 4 | 9 | -1.5 | 1 | -6 | -1 | 4
CCOC(=O)C(NC(C)=O)(Nc1ccc(S(=O)(=O)Nc2onc(C)c2C)cc1)C(F)(F)F (stereo unspecified) | -3 | 4 | 2 | 3 | 1 | -2.4 | 0 | -6 | 4 | 3
CN(Cc1cc2ccccc2[nH]c1=O)C(=O)c1cccs1 | 5 | 3 | -2 | 8 | 2 | -1.6 | -3 | -14 | 0 | -1
CCOc1ccc(S(=O)(=O)Nc2ccc(S(=O)(=O)N3CCCCC3)cc2)cc1 | -3 | 2 | 10 | 8 | -4 | -1.0 | -4 | 10 | -2 | 4
Cc1cc(C)cc(NC(=O)Cn2nnc(C(=O)NCc3ccc4c(c3)OCO4)c2N)c1 | 9 | -11 | 1 | 0 | -7 | -0.8 | -1 | 15 | 14 | 5
O=C(CN1CCCCC1)Nc1cccc(Oc2ccccc2)c1 | -1 | -8 | -3 | -1 | 2 | 0.0 | -4 | -2 | 11 | 10
CN(C)c1ccc(NC(=O)CN2CCN(c3ccc(F)cc3)CC2)cc1 | -3 | 2 | -9 | 0 | 9 | -3.1 | -1 | 3 | -12 | 3
N#Cc1cc2c(nc1SCc1ccccc1)CCCC2=O | -4 | -4 | 0 | 0 | -1 | 1.1 | -2 | 2 | -2 | -5
CC(O)c1cc2c(cc1NC(=O)c1cnn3c1NC(c1ccco1)CC3C(F)(F)F)OCO2 (stereo unspecified) | -3 | -4 | -5 | 0 | -7 | 0.7 | 0 | 4 | 2 | 8
O=C1CSC(c2ccc(F)c(F)c2)N1c1ccccc1F (stereo unspecified) | -1 | -4 | -1 | 2 | 33 | -2.9 | -1 | 3 | 6 | -1
COc1ccc(NC(=O)N(C)C[C@H]2OCc3cn(nn3)CCCC(=O)N([C@H](C)CO)C[C@@H]2C)cc1 | -4 | 3 | -1 | 0 | x | 0.1 | -3 | -7 | 1 | 0
CCOC(=O)C1=NN(C(=O)c2ccco2)C2(CC2)C1 | 0 | 3 | -3 | 1 | 2 | -0.8 | -2 | -3 | -1 | -4
CC(=O)c1cc(-c2ccc(S(C)(=O)=O)cc2)c(=O)n2c1CCC2 | -7 | -1 | 0 | -4 | x | x | -1 | x | x | 0

3 entries out of the list above, ordered by the value under SMARCA2 act, lowest first:
SMILES,NR1D1 modulator,ABHD4 inh,GC-A act,HTRA1 inhibitor,PG9 Ab binder,SMARCA2 act,ASAP1 inh,ARFGAP1 inh,NPR2 activator
N#Cc1cc2c(nc1SCc1ccccc1)CCCC2=O,-4,-4,0,-1,1.1,-2,2,-2,-5
Cc1cc(C)cc(NC(=O)Cn2nnc(C(=O)NCc3ccc4c(c3)OCO4)c2N)c1,9,-11,0,-7,-0.8,-1,15,14,5
CCOC(=O)C(NC(C)=O)(Nc1ccc(S(=O)(=O)Nc2onc(C)c2C)cc1)C(F)(F)F (stereo unspecified),-3,4,3,1,-2.4,0,-6,4,3

(cont.)
SMILES | NR1D1 modulator | ABHD4 inh | rCAG RNA binder | GC-A act | HTRA1 inhibitor | PG9 Ab binder | SMARCA2 act | ASAP1 inh | ARFGAP1 inh | NPR2 activator
O=C(CSc1ccccc1)NCc1ccco1 | 4 | 5 | 5 | 3 | 1 | 0.4 | 0 | -2 | 4 | 1
COCc1ccc(-c2c(-c3cccc(OC)c3)sc3ccc(OC)cc23)cc1 | 8 | -9 | 10 | -1 | -22 | -1.2 | -1 | 13 | -5 | -7
CC(C)/C=C(/C(=O)c1ccc(Cl)cc1Cl)n1cncn1 | 3 | 0 | -2 | -4 | -5 | -1.4 | 1 | -9 | -3 | -2
Cc1ccc(OCC(=O)N/N=C/c2cccn2C)cc1C | 3 | 0 | -2 | 2 | 1 | 2.1 | -4 | -1 | -9 | 1
O=C(Cn1cnc2cc([N+](=O)[O-])ccc2c1=O)Nc1ccc(Br)cc1 | 4 | -5 | 17 | 22 | -22 | 0.1 | -5 | 6 | -3 | 0
COc1ccc(NC(=O)CCCN2C(=O)CCC2=O)cc1Cl | 1 | 8 | -1 | 1 | -2 | -2.8 | -1 | 1 | 0 | -4
CC(C)CCNC(=O)C(=O)Nc1cc2c3c(c1)CCC(=O)N3CCC2 | 1 | -4 | -5 | 5 | -2 | -1.8 | 1 | 0 | 3 | -4
COCCCNC(=O)/C=C1\Sc2ccccc2N(Cc2ccccc2F)C1=O | -4 | -7 | -6 | 9 | -5 | 0.4 | 1 | -4 | 15 | -8
CCN(CC)S(=O)(=O)c1cccc(C(=O)NC(C(=O)Nc2nnc(C3CC3)s2)C(C)C)c1 (stereo unspecified) | -3 | -1 | -3 | 3 | -3 | 0.6 | -3 | 3 | 7 | -2
Cc1sc2ncnc(N3CCC(C(=O)Nc4cc(S(C)(=O)=O)ccc4Cl)CC3)c2c1C | -3 | -2 | 4 | -4 | -12 | 1.0 | -2 | 14 | -2 | -5
COC(=O)c1ccc(OC(=O)CCc2cc(OC)c(OC)c(OC)c2)cc1 | x | 1 | -10 | x | 2 | -1.5 | -3 | -2 | -11 | x
Cc1ccc(C)n1-c1ncn[nH]1 | 4 | -2 | 2 | 3 | 13 | -0.2 | 6 | -9 | 3 | 8
